# TbPYK inhibitor: inhibitors of Trypanosoma brucei pyruvate kinase; 410,000 tested, 0.12% active; Potency, µM (top dose mostly 76.8 µM), for the others: at the highest dose activity, negative = inhibition, actives largely listed as inhibitors; TbPYK enzyme, Kinase-Glo Plus ATP luminescence, 45 min; AID 624173; note: potency is the fitted concentration of half-maximal effect; nearly all actives have a fitted effect of over 50% in size
#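 Screened from lowest to highest concentration, compounds were pinned into TbPYK/substrate mixtures, and ADP (130 uM final) was added. Plates sat at room temperature for 45 min prior to Kinase-Glo Plus detection by luminescence.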
# AmpC detergent: AmpC beta-lactamase inhibition with detergent present | P00811 | AmpC hydrolysis of nitrocefin, absorbance 480 nm, 0.01% Triton | Potency, µM (doses to about 114 µM), for the others: at the top dose activity change, negative = inhibition, actives largely listed as inhibitors | 370,000 tested, 0.041% active;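 note: potency is the fitted concentration of half-maximal effect; 0% = no-compound wells and -100% = no-enzyme wells; nearly all actives have a fitted effect of over 25% in size; some results filed as inactive show a strong effect at the top dose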
# Target sequence (P00811 whole entry, looked up): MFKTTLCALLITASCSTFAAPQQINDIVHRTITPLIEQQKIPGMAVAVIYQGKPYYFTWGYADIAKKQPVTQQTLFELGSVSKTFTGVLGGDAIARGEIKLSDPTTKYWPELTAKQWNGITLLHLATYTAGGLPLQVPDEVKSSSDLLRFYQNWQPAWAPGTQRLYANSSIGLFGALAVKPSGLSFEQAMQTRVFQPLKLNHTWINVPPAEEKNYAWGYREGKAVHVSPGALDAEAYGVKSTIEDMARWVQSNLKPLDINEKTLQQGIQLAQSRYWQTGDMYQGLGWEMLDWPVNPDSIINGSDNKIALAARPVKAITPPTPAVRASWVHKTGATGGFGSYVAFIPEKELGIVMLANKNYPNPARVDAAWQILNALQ
#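 20 mM phosphate pH 7.0 + 0.01% (detergent screen) or 0.0001% Triton X-100; 5.3 nM AmpC reagent; cpd preinc 15 min RT; nitrocefin (800 uM stock) to start; A480 q20 s × 4 min; Activity was normalised to no-enzyme and no-compound control wells.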
# AmpC no deterg: blocks E. coli AmpC beta-lactamase in detergent-free assay; P00811; AmpC nitrocefin hydrolysis, absorbance 480 nm, 0.0001% Triton; Potency, µM (titrated, usually from 57.1 µM), for the others: at the highest dose activity change, negative = inhibition, actives largely listed as inhibitors; 330,000 tested, 0.52% active;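 note: potency is the fitted concentration of half-maximal effect; plate controls were no compound for no effect and no enzyme for full effect; nearly all actives have a fitted effect of over 20% in size; some results filed as inactive show a strong effect at the top dose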
#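 20 mM phosphate pH 7.0 + 0.01% (detergent screen) or 0.0001% Triton X-100; 5.3 nM AmpC reagent; cpd preinc 15 min RT; nitrocefin (800 uM stock) to start; A480 q20 s × 4 min; Activity was normalised to no-enzyme and no-compound control wells.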
# LmPK inh: blocks Leishmania mexicana pyruvate kinase activity | 290,000 tested, 0.37% active | purified LmPK, Kinase-Glo ATP luminescence, 1 h | Potency, µM (doses to about 57.5 µM), without a hit: top-dose activity change, negative = inhibition, actives largely listed as inhibitors | AID 1721; note: potency is the fitted concentration of half-maximal effect
# Target sequence (Q27686 whole entry, looked up): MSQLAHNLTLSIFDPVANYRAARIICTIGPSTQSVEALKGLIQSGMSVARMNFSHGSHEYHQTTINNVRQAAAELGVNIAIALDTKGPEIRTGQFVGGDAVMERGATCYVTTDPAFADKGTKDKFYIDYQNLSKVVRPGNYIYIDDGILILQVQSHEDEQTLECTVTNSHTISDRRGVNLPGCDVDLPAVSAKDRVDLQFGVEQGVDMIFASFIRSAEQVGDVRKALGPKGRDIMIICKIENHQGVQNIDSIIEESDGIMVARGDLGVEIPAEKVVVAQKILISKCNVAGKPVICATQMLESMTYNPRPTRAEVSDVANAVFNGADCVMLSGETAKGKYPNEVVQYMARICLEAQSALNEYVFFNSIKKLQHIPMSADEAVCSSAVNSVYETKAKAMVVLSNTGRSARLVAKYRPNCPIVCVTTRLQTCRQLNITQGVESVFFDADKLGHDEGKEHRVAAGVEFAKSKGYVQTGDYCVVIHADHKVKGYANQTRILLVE
#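 Screened at intermediate enzyme activity to detect both inhibitors and activators: LmPK at 0.1 nM, with a 0.5 nM enzyme column as activation reference. PEP 0.5 mM, ADP 0.1 mM; ATP detected by luminescence after 1 h.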
# AMA1-RON2 inh: inhibitors of Plasmodium falciparum AMA1-RON2 interaction; AlphaScreen AMA1-biotinylated RON2 peptide binding; Potency, µM (highest dose often 58.2 µM), for inactives: at the top dose activity change, negative = inhibition, usual class: inhibitors; 360,000 tested, 0.2% active;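 note: potency is the fitted concentration of half-maximal effect; 0% = vehicle wells and -100% = peptide control; nearly all actives have a fitted effect of over 45% in size; some results filed as inactive show a strong effect at the top dose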
#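 AMA1 (3D7) with his tag at 25 nM final met compounds first, then biotinylated RON2 peptide at 25 nM; detection used donor plus acceptor beads, 10 µg/mL apiece, read by AlphaScreen after 30 min at room temperature.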
# HCMV antiviral: inhibitors of human cytomegalovirus; HFF cells, HCMV-luciferase reporter, 72 h; hits give low values; activity change, negative = inhibition, % at 57.5 µM; 410,000 tested, 4.5% active; AID 1259415; in the data active = activity change below about -60%; inconclusive = no clear call, values can overlap the other calls; inactive = above about -39%
#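 Human foreskin fibroblasts infected with luciferase-reporter HCMV at MOI 1 PFU/cell, compounds at two doses. Luciferase measured 72 h post infection; normalized to buffer-only basal and Salinomycin (10uM) controls.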
# Sm TGR block: inhibitors of Schistosoma mansoni thioredoxin glutathione reductase; purified TGR, DTNB reduction, TNB absorbance 405 nm; 360,000 tested, 3% active; Potency, µM (doses to about 114 µM), for inactives: top-dose activity change, negative = inhibition, hits mostly inhibitors; Q962Y6; note: potency is the fitted concentration of half-maximal effect; nearly all actives have a fitted effect of over 60% in size
#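 First, TGR (20 nM dispensed) and NADPH were mixed with compound. Second, a 15 min room-temperature incubation followed. Third, further NADPH and then DTNB were added to start the reaction. Finally, TNB absorbance was monitored kinetically.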
# The depositor's hits bear a star; ? = inconclusive; / = not tested or not shown; & = joins results of further samples; [ ] = dose if it differs, or a comment. Unless noted, calls come from the whole dose curve; as a rule, active = well fitted curve in the direction sought with a large enough effect; inconclusive = small, poorly fitted or top-dose-only effect, or another doubt; inactive = no such curve, though single readings can be large; an effect the other way counts as inactive or inconclusive. Unless noted, % is set by controls: 0 for no effect and ±100 for the full control effect.
entry | SMILES | TbPYK inhibitor | AmpC detergent | AmpC no deterg | LmPK inh
1 | O=C(O)CCCNC(=O)c1cncc(O)c1 | 1% | -8% | -5% | 0%
2 | CCC(C)Sc1cccc(-c2nc3ccc(C)cn3c2NC2CCCCC2)c1 (stereo not drawn) | -1%&4% | -1% | -5% | /
3 | COc1ccccc1N(CC(=O)NCC1CCCO1)C(=O)CCC(=O)Nc1cc(C)on1 (stereo not drawn) | -1% | 4% | -5% | -6%
4 | COc1ccc(CCN2C(=O)N(c3ccc(C)cc3)C(=O)C2CC(=O)Nc2ccc(OC)cc2)cc1 (stereo not drawn) | 2% | 0% | / | /
5 | CC1(C)C(c2ccccc2)=NC(c2ccc(Br)cc2)N1O (stereo not drawn) | 5% | 4% | -10% | 1%
6 | COc1ccc(C(CC(=O)O)NS(=O)(=O)c2ccc(C)cc2)cc1OC (stereo not drawn) | 4% | -7% | -7% | -4%
7 | CN(C(=O)c1cc(S(=O)(=O)N2CCOCC2)cs1)c1ccccc1 | 7% | 2% | -1% | -3%
8 | CCOc1ccc(N2C(=O)Nc3ccccc3C2(O)C(=O)NCc2ccccc2)cc1 (stereo not drawn) | 2% | -8% | -22% | -3%
9 | COc1ccccc1C1(CC(=O)N2CCCCC2)CCOC(C(C)C)C1 (stereo not drawn) | -22% | -1% | 87%[activator] | -1%
10 | Cc1ccc(N2CC(C(N)=O)CC2=O)cc1 (stereo not drawn) | 0% | 0% | -14% | -1%
11 | C[C@@H]1CN([C@H](C)CO)C(=O)c2cc(NC(=O)Nc3cccc4ccccc34)ccc2O[C@H]1CN(C)Cc1ccc(C(F)(F)F)cc1 | 4% | / | 29% | /
12 | CCCc1c(C(=O)N/N=C(\C)CCc2ccccc2)nnn1-c1nonc1N | 5% | 1% | -21% | -2%
13 | CCCN1CCN(CCNC(=O)Nc2cc(C)ccc2C)CC1 | 2% | -1% | -20% | 0%
14 | O[C@@H]([C@H](O)[C@H](O)CBr)[C@H](O)CBr | 2%&6% | / | / | /
15 | CCN1CCOC(CC(=O)Nc2cccc([N+](=O)[O-])c2)C1=O (stereo not drawn) | 3% | 0% | -43% | 2%

entry | AMA1-RON2 inh | HCMV antiviral | Sm TGR block
1 | 2% | 0 | -11%
2 | -25%&-10% | ? | -1%
3 | 11% | ? | 4%
4 | / | 19 | -3%
5 | -2% | -19 | 1%
6 | 10% | 32 | -1%
7 | -5% | 8 | 1%
8 | -8% | -16 | -3%
9 | 14% | -4 | 4%
10 | 9% | -23 | 4%
11 | -18% | -12 | /
12 | 74%[activator] | -10 | 0%
13 | 5% | 56 | 12%
14 | ? | -11 | /
15 | -2% | 2 | 11µM*

# The list goes on:
entry | SMILES | TbPYK inhibitor | AmpC detergent | AmpC no deterg | LmPK inh
16 | CN1CCN(S(=O)(=O)c2cccc(S(=O)(=O)c3ccc(Cl)c(Cl)c3)c2)CC1 | -7% | 1% | 0% | -1%
17 | O=C(Nc1ccccc1)/C(=C/c1ccccc1)c1ccccc1 | 1% | 0% | -29% | 6%
18 | O=C(NC(Cc1ccccc1)C(=O)NC(Cc1ccccc1)C(=O)O)c1ccccc1 (stereo not drawn) | 1% | -1% | -28% | -3%
19 | O=[N+]([O-])c1cc(S(=O)(=O)N2CCCCC2)ccc1NCc1cccc(Cl)c1 | 3% | -10% | -44% | 4%
20 | c1cnc(Oc2ccc(-c3nnco3)cc2)cn1 | -11% | -5% | -10% | 3%
21 | CCOc1cc(S(=O)(=O)N2CCN(Cc3ccccc3)CC2)ccc1Br | 2% | -5% | / | 1%
22 | Cc1ccc(CNC(=O)/C=C/c2ccc(Br)o2)cc1 | -17% | ? | -57% | -2%
23 | CN1CCN(C(=O)c2cc(Cl)ccc2NC(=O)c2ccc(Cl)cc2Cl)CC1 | 5% | -12% | -23% | -18%
24 | CNC(=S)NCc1ccc(OC)cc1 | -4% | -9% | -13% | 2%
25 | O=C(CN1C(=O)/C(=C/c2ccc(C(F)(F)F)cc2)Sc2ccccc21)NCCCN1CCOCC1 | -3% | -1% | 214%[activator] | -2%
26 | CC(=O)Nc1ccc(S(=O)(=O)Nc2nc(C)cc(-n3nc(C)cc3C)n2)cc1 | -6% | -2% | -23% | 0%
27 | O=C(CN1CC(c2ccccc2)CC1=O)N/N=C/c1cc(Br)ccc1O (stereo not drawn) | -9% | -9% | -16% | 0%
28 | CCCC[C@@H]1C=C(C(=O)O)[C@H](c2ccc(CC)cc2)N1S(=O)(=O)c1ccc(C)cc1 | -4% | / | -4% | /
29 | CCC(CC)C(=O)c1c[nH]c(C(=O)NCCCn2ccnc2)c1 | 5% | 0% | -17% | 1%
30 | CCN(CC)C(=O)[C@H]1C[C@H](CC(=O)NCc2ccco2)C(=O)N2CCc3c([nH]c4cc(CCC(=O)N(C)C)ccc34)[C@]12C | 5% | / | 103%[activator] | /

entry | AMA1-RON2 inh | HCMV antiviral | Sm TGR block
16 | 4% | -14 | -21%
17 | 32%[activator] | -30 | 0%
18 | 11% | -24 | 28µM*
19 | -22% | -21 | -4%
20 | 4% | 6 | -3%
21 | -17% | 3 | -9%
22 | -4% | -34 | 8.9µM*
23 | 6% | -34 | -11%
24 | 3% | -29 | 5%
25 | -3% | -39 | -9%
26 | 2% | 15 | 3%
27 | 40%[activator] | 52 | 1%
28 | 2% | 10 | /
29 | 3% | 28 | 11%
30 | 2% | 18 | /

# Single records (already shown).
# CCCC[C@@H]1C=C(C(=O)O)[C@H](c2ccc(CC)cc2)N1S(=O)(=O)c1ccc(C)cc1 in the list: TbPYK inhibitor = -4%; AmpC detergent = /; AmpC no deterg = -4%; LmPK inh = /; AMA1-RON2 inh = 2%; HCMV antiviral = 10; Sm TGR block = /
# O=C(CN1C(=O)/C(=C/c2ccc(C(F)(F)F)cc2)Sc2ccccc21)NCCCN1CCOCC1 in the list: TbPYK inhibitor = -3%; AmpC detergent = -1%; AmpC no deterg = 214%[activator]; LmPK inh = -2%; AMA1-RON2 inh = -3%; HCMV antiviral = -39; Sm TGR block = -9%
# CN1CCN(C(=O)c2cc(Cl)ccc2NC(=O)c2ccc(Cl)cc2Cl)CC1 in the list: TbPYK inhibitor = 5%; AmpC detergent = -12%; AmpC no deterg = -23%; LmPK inh = -18%; AMA1-RON2 inh = 6%; HCMV antiviral = -34; Sm TGR block = -11%

# Next entries.
entry | SMILES | TbPYK inhibitor | AmpC detergent | AmpC no deterg | LmPK inh
31 | COc1ccccc1NS(=O)(=O)c1ccc(C)c(C(=O)NCC2(N(C)C)CCCCC2)c1 | -6% | -3% | -21% | /
32 | Cc1cc(C(=O)Cn2nc(C(=O)O)c3ccccc3c2=O)c(C)n1CC(F)(F)F | -1% | -5% | -11% | 1%
33 | COc1ccc(C)cc1NC(=O)NC1CCN(Cc2ccccc2)CC1 | 2% | -8% | -22% | 3%
34 | Cc1ccsc1C1C=C(c2cccc(Br)c2)Nc2ncnn21 (stereo not drawn) | -31% | 2% | -27% | 8%
35 | N#C/C(=C\Nc1ccccc1SC(F)(F)F)c1nc(-c2ccc(F)cc2)cs1 | 5% | -7% | -3% | 0%
36 | COc1ccc(-c2noc(CN(C(=O)C(C)(C)C)C(C)C)n2)cc1 | 1% | 1% | 21% | 5%
37 | CN1CCc2cc3c(c4c2[C@H]1[C@H](O)c1ccccc1-4)OCO3 | 0% | ? | -19% | -1%
38 | COc1ccc(-c2cc(C(=O)N3CCN(c4ccccc4OC)CC3)no2)cc1OC | 0% | 1% | 208%[activator] | 14%
39 | CC1C(=O)C(C)C(c2ccc(Cl)cc2)NC1c1ccc(Cl)cc1 (stereo not drawn) | 0% | / | / | /
40 | COCC(C)n1c(C)cc(C(=O)COC(=O)c2oc3ccccc3c2C)c1C (stereo not drawn) | -3% | -13% | 68%[activator] | 0%
41 | CC(C)[C@H](NC(=O)CCn1nnc2ccccc2c1=O)C(=O)O | 2% | -11% | -3% | 1%
42 | CCOC(=O)Cc1sc(N)nc1C | 4% | -5% | -21% | 1%
43 | N#Cc1ccc(C(=O)Nc2nnc(-c3cccs3)o2)cc1 | -7% | 0% | -15% | -8%
44 | CC(=O)Oc1cccc2c1C(=O)c1c(OC(C)=O)cc(C(=O)O)cc1C2=O | -4%&-18% | 3% | -16% | ?
45 | Cc1ccc(-c2nnc(NC(=O)CCS(=O)(=O)c3ccccc3)o2)c(C)c1 | -5% | 3% | -5% | /

entry | AMA1-RON2 inh | HCMV antiviral | Sm TGR block
31 | 2% | -18 | -3%
32 | -1% | 83 | -2%
33 | 0% | -15 | -1%
34 | -1% | / | ?
35 | -4% | -15 | -4%
36 | 1% | 13 | 6%
37 | -15% | -71* | -8%
38 | -5% | -23 | -1%
39 | 26% | -20 | /
40 | ? | 32 | -6%
41 | 12% | 9 | -16%
42 | -1% | 19 | -2%
43 | 82%[activator] | 9 | -8%
44 | 4% | -3 | 2%
45 | 67%[activator] | -27 | -5%

# Following part
entry | SMILES | TbPYK inhibitor | AmpC detergent | AmpC no deterg | LmPK inh
46 | Cc1ccc2nc(-c3ccc(NS(C)(=O)=O)cc3)cc(-c3ccccc3)c2c1 | -4% | ? | 31% | 3%
47 | Cc1ccc(-c2csc(N3CCN(c4cc5c(cc4Cl)nc(C)n5CCN4CCCCC4)CC3)n2)cc1 | -6% | 2% | 133%[activator] | -2%
48 | COc1ccc(O)c2c(=O)c3c(OC)cc4c(c3oc12)C1C=COC1O4 (stereo not drawn) | -5% | 4% | -8% | 3%
49 | CCOc1cc(NC(=S)NCC(C)C)c(OCC)cc1NC(=O)c1cccs1 | -6% | 0% | -27% | 0%
50 | O=[N+]([O-])c1ccc(N2CCN(S(=O)(=O)c3ccccc3[N+](=O)[O-])CC2)cc1NCc1cccnc1 | 1% | -6% | -40% | 1%
51 | COCCSc1ccccc1C(=O)Nc1nccs1 | 7% | -8% | -20% | -10%
52 | CCN(CC)S(=O)(=O)c1ccc(NC(=O)c2ccc(OCC3CCCO3)cc2)cc1 (stereo not drawn) | -15% | 1% | -3% | /
53 | CSc1ncc(C(=O)Nc2ccc(C(C)=O)cc2)c(C)n1 | 1% | -11% | -24% | -2%

entry | AMA1-RON2 inh | HCMV antiviral | Sm TGR block
46 | -9% | -10 | 0%
47 | 14% | -34 | 15%
48 | 0% | -62* | -1%
49 | 0% | 58 | 9%
50 | -9% | -12 | 1%
51 | -1% | 26 | -9%
52 | 6% | -90* | -9%
53 | -5% | 36 | -27%

# Screening results (PubChem)
